# Screens from PubChem.
# DNA FID counter = compounds displacing fluorescent DNA intercalator, primary screen, artefact control for HCV NS3 helicase inhibitor project, biochemical, FID fluorescence | DNA fluorescent intercalator displacement | inhibition, % at 7.9 µM | hit rate 0.17% among 290,000; in the data active = inhibition above about 37%;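 also: 0% = vehicle and 100% = reference compound; higher means more ethidium bromide displaced from hairpin DNA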
# HCV NS3 hel inh = inhibitors of HCV NS3 helicase, primary screen, biochemical, Cy5 molecular beacon fluorescence; NS3 helicase DNA unwinding; inhibition, % at 10.9 µM; hit rate 0.56% among 290,000; AID 1800, 2009;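 active = inhibition above the mean of all tested compounds plus 3 SD, set per campaign, cut at about 35% in these data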;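 also: 0% = DMSO wells and 100% = thioflavine S control wells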
#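 System: NS3 helicase fragment of HCV / Schedule: 1 h at 25 °C / Control set: DMSO alone as 0% and 110 µM thioflavine S as 100% / Reagent: Cy5/quencher beacon DNA duplex and ATP to start / Technique: Cy5 fluorescence / Replication: singlicate / Evaluation: % inhibition of end-to-start signal ratio versus controls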
# pCIP destab = p/CIP-EGFP fusion destabilizers, primary screen, fluorescence, F442A cells. 16 h. decrease of EGFP signal, % at 10 µM. hit rate 0.01% among 290,000;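 active = EGFP signal decrease of at least 30% at 10 µM or well 3 SD below plate mean, unless failing retest; inactive = the rest, including hits failing retest or dose response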; also: some compounds called inactive have numbers as strong as hits; many of its hits are not listed in these tables
# Target sequence (Q05BA5 1-1403): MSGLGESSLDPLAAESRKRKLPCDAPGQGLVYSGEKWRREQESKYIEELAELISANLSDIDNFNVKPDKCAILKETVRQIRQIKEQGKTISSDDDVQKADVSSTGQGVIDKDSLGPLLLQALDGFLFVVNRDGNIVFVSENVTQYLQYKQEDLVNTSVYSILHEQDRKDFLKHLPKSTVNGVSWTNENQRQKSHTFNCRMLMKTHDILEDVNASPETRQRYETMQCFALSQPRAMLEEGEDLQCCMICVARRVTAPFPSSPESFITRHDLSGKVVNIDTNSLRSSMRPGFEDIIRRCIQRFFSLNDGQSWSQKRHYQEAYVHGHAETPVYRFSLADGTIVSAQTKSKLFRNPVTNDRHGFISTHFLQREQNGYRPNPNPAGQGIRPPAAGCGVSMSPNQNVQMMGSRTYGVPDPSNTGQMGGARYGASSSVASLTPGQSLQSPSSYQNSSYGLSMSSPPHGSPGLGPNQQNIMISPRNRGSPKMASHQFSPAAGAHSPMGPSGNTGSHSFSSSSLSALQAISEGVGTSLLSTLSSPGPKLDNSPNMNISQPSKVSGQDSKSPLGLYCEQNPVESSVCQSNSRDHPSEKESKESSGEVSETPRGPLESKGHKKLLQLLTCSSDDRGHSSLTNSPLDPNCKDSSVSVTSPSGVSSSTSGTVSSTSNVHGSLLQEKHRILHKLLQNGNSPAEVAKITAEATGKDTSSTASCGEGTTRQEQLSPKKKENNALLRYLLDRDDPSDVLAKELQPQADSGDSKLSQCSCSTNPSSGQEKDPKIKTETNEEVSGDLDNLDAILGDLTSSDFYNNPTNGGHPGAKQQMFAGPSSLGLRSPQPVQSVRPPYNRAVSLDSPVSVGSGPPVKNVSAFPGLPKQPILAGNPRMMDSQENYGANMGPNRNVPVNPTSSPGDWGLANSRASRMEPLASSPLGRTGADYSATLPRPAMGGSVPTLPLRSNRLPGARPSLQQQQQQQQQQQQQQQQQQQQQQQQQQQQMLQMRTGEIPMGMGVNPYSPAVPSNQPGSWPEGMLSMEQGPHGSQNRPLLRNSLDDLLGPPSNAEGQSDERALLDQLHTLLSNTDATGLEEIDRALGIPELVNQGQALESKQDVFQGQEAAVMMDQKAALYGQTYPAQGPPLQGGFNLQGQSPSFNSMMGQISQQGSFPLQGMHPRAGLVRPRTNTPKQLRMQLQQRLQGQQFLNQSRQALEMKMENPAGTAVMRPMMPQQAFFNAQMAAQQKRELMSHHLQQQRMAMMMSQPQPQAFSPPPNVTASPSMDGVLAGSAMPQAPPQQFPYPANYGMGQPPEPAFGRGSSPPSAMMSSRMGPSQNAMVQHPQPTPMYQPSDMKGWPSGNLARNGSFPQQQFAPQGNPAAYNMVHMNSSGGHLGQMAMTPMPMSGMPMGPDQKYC
# VIM-2 inhibitor = VIM-2 metallo-beta-lactamase inhibitors, primary screen, biochemical, epi-absorbance readout, Pseudomonas aeruginosa enzyme; hit rate 0.89% among 290,000; inhibition, % at 5.6 µM; purified VIM-2, nitrocefin hydrolysis, epi-absorbance fluorescence;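 active = inhibition above the mean of all tested compounds plus 3 SD, cutoff set per screening run, cut at about 7.5% in these data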;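 also: red hydrolysis product quenches plate fluorescence so inhibitors raise well fluorescence; 0% = enzyme with DMSO and 100% = DMSO without enzyme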
# MEKK3 PB1 HTS = modulators of MEKK3-MEK5 PB1 binding, primary screen, biochemical, wildtype MEKK3, multiplex bead flow cytometry, Alexa488-MEK5; Mitogen-activated protein kinase kinase kinase 3 (Homo sapiens), Q99759; bead-based flow cytometry, Alexa488-MEK5 binding to MEKK3; actives lie on both sides; 0 = blocked by unlabeled MEK5, 100 = vehicle; binding response (% of control), % at 10 µM; hit rate 1.4% among 290,000;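 active = binding response more than 3 SD above or below the average of its plate-row segment, actives on both sides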;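 also: Alexa488 bead fluorescence after subtracting the streptavidin-only scavenger bead signal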
# PHOSPHO1 block = PubChem AID 1565. Phosphoethanolamine/phosphocholine phosphatase (Homo sapiens), Q8TCT1. recombinant PHOSPHO1, absorbance phosphatase assay. inhibition, % at 13.3 µM. hit rate 1.1% among 290,000; in the data active = inhibition above about 60%
# IDE cell activ = human IDE activators in live cells, primary screen, fluorescence polarization, HEK cells, FAbeta-B substrate; FAbeta-B cleavage; 0% vehicle, 100% cell-free pure enzyme wells; activation, % at 5.96 µM; hit rate 0.073% among 340,000;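 active = activation above the mean of all tested compounds plus 3 SD, set per screening campaign, cut at about 17% in these data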
# SUMO HTRF inh = inhibitors of in vitro SUMOylation cascade, primary screen, biochemical, HTRF, uHTS. inhibition, % at 35 µM. AID 2006, 2009. hit rate 0.36% among 290,000. HTRF SUMOylation assay, SAE1/SAE2 + UBC9; in the data active = inhibition above about 50%, passing the limit was not always enough; also: strong numbers were not always called active
# IMP-1 inhibitor = IMP-1 metallo-beta-lactamase inhibitors, primary screen, biochemical, epi-absorbance readout, Pseudomonas aeruginosa enzyme | metallo-beta-lactamase IMP-1 (Pseudomonas aeruginosa) | inhibition, % at 5.6 µM | AID 1556, 2009 | purified IMP-1, nitrocefin hydrolysis, epi-absorbance fluorescence | hit rate 0.45% among 290,000;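 active = inhibition above the mean plus 3 SD of all compounds in the same screening run, cut at about 4.5% in these data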;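 also: 0% = IMP-1 with DMSO and 100% = DMSO wells lacking enzyme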
#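 System: purified recombinant IMP-1 beta-lactamase. Medium: Zinc- and detergent-supplemented HEPES buffer, pH 7.1. Compound: one 5.6 µM dose […]. Schedule: 15 min preincubation plus 25 min reaction at 25 °C. Technique: Epi-absorbance fluorescence, 480 nm excitation, 530 nm emission.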
# * = called active by the depositor; / = no result given.
# Second line of a record: DNA FID counter	HCV NS3 hel inh	pCIP destab	VIM-2 inhibitor	MEKK3 PB1 HTS	PHOSPHO1 block	IDE cell activ	SUMO HTRF inh	IMP-1 inhibitor
- O=C(Nc1ccccc1Cl)c1cccc(COc2cc(Cl)ccc2Cl)c1
  1	4	-3	0.0	/	16	4	-3	-2.1
- CC1(C)OC(=O)C(=NNc2ccc(C(=O)O)cc2)C(=O)O1
  1	-4	-6	0.2	93	37	2	14	-1.1
- O=C(c1cc2ccccc2oc1=O)N1CCCCCCC1
  -8	4	-5	-1.5	108	19	2	5	-3.2
- CC(C)OCCCNC(=O)COc1ccc2oc3c(c2c1)CCCC3
  -54	33	-15	-3.0	101	13	3	-11	-1.8
- Fc1ccc(-c2nnc(NC3=NCCCCC3)o2)cc1
  -13	11	6	-3.7	103	14	1	0	-3.6
- Cc1ccc(NC(=O)CN(C)C(=O)COC(=O)CCS(=O)(=O)c2ccc(C)cc2)cc1
  -24	3	10	-2.2	103	26	5	-4	-2.2
- O=C(CC1CS(=O)(=O)CC1CC(=O)Nc1ccc2c(c1)OCCO2)Nc1ccc2c(c1)OCCO2 (stereo not given)
  -5	3	-8	-0.1	103	29	1	11	-3.0
- Cc1cc(C)n2nc(-c3sccc3-n3c(C)ccc3C)cc2n1
  -15	-3	0	0.8	95	37	5	29	-1.5
- Cc1ccc(C2=NN(C(=O)COc3ncnc4ccccc34)C(c3ccco3)C2)cc1 (stereo not given)
  -3	1	12	-1.1	100	4	7	2	-3.1
- COc1ccc2[nH]c(=O)c(CN(C(=O)c3ccncc3)C(C)(C)C)cc2c1
  -18	10	4	-3.4	108	8	3	19	-3.9
- COc1ccc2nc(NC3=NC(c4ccccc4)CC(=O)N3)nc(C)c2c1 (stereo not given)
  -30	-10	-1	-1.6	101	-7	-2	4	-3.3
- CCOC(=O)c1c(NC(=O)c2nn(CC)cc2Br)c(C#N)cn1-c1ccccc1
  -6	-2	-1	-3.8	105	-10	0	-16	-2.9
- CN(NS(C)(=O)=O)c1ncc(C(F)(F)F)cc1Cl
  -4	1	-4	-0.3	98	28	-3	15	-1.8
- Cc1ccc(C(=O)CSc2nnc(-c3ccco3)n2C)cc1
  -6	7	11	-1.7	98	19	-2	15	-3.7
- Cc1ccnn1CC(=O)N/N=C/c1cn[nH]c1-c1ccc(F)cc1
  -2	-8	-15	-3.0	101	12	5	8	-2.5
- CCOC(=O)c1sc2nc(CC(=O)OC)nc(N3CCN(c4ccccn4)CC3)c2c1C
  -37	-5	5	-0.4	101	26	-3	19	-2.3
- CCC(=O)Nc1cccc(C(=O)/C=C/c2ccc(F)cc2)c1
  -9	-6	-9	-2.3	102	23	3	18	-2.9
- O=C(NNC(=O)C1C2CCC(C2)C1C(=O)O)c1ccc(Br)o1 (stereo not given)
  -3	2	1	-0.7	99	2	/	-13	-3.5
- COc1ccc(CCNC(=O)CSc2nc(N)c3c(C)c(C)oc3n2)cc1OC
  -13	11	-5	-2.9	77	-14	-2	23	-3.4
- COC(=O)C(CC(=O)c1ccc(Br)cc1)n1nc(C)cc1C (stereo not given)
  -16	12	3	0.2	104	35	-1	-2	0.5

# Compound profiles (already shown).
# Listed for O=C(Nc1ccccc1Cl)c1cccc(COc2cc(Cl)ccc2Cl)c1 = DNA FID counter: 1; HCV NS3 hel inh: 4; pCIP destab: -3; VIM-2 inhibitor: 0.0; MEKK3 PB1 HTS: /; PHOSPHO1 block: 16; IDE cell activ: 4; SUMO HTRF inh: -3; IMP-1 inhibitor: -2.1
# Listed for Fc1ccc(-c2nnc(NC3=NCCCCC3)o2)cc1 = DNA FID counter: -13; HCV NS3 hel inh: 11; pCIP destab: 6; VIM-2 inhibitor: -3.7; MEKK3 PB1 HTS: 103; PHOSPHO1 block: 14; IDE cell activ: 1; SUMO HTRF inh: 0; IMP-1 inhibitor: -3.6

# Following part.
# Second line of a record: DNA FID counter	HCV NS3 hel inh	pCIP destab	VIM-2 inhibitor	MEKK3 PB1 HTS	PHOSPHO1 block	IDE cell activ	SUMO HTRF inh	IMP-1 inhibitor
- COC(=O)c1ccc(CNC(=O)c2cc(COc3cncc(Cl)c3)on2)cc1
  -27	7	-12	-0.7	102	23	-3	2	-1.4
- CCCCn1c(=O)c(CCC(=O)OCC(=O)NC(C)c2ccccc2)nc2ccccc21 (stereo not given)
  -27	-7	-16	-1.8	95	25	2	9	-4.9
- COc1ccc(/C=C/C2=NC(=C\N(C)C)/C(=O)O2)cc1
  -8	4	4	-1.4	97	-11	9	10	-2.8
- O=C(NC1CCCCC1)C1CCN(c2nccs2)CC1
  -1	6	-6	-0.6	99	22	-5	-10	-3.2
- O=C1COc2ccc(C(=O)COC(=O)C3CC(O)CN3S(=O)(=O)c3ccc(Cl)cc3)cc2N1 (stereo not given)
  -25	-6	-17	-1.5	100	28	3	-5	-4.0
- O=C(Nc1cccc(C(F)(F)F)c1)c1ccc2nc(N3C(=O)CCC3=O)sc2c1
  -31	10	-17	-0.5	90	12	-6	16	-0.9
- O=C(c1ccccc1)c1nnc(-c2ccncc2)o1
  0	2	-4	-3.3	88	-66	3	3	-2.7
- Cc1nc(NC(=O)Nc2ccc(Cl)cc2)sc1C
  -4	-2	-1	-2.3	103	23	6	5	-2.7
- CC1CCCC(C)N1CCCNC(=O)Cn1ncc2c([nH]c3ccccc32)c1=O (stereo not given)
  10	1	-10	-0.2	103	20	3	16	-2.0
- O=C(NC(=S)Nc1ccc(NC(=O)c2ccccc2)cc1)c1ccc(F)cc1
  -18	0	-1	-0.9	100	33	9	8	-0.3
- Cc1cc(C)n2cnnc2n1
  -3	2	-6	-1.3	100	16	/	7	-3.1
- Cc1noc(C)c1COC(=O)c1cc2c(C)nn(-c3ccc(F)cc3)c2s1
  /	/	1	/	98	1	1	6	/
- CCN(CC)C(=O)CSc1nc(-c2ccccc2)ccc1C#N
  -12	-7	-10	-0.2	88	20	2	1	-2.0
- COc1ccccc1NS(=O)(=O)c1cc(NC(=O)c2cc3ccccc3oc2=O)ccc1C
  2	-1	-3	-1.6	157*	11	2	8	-2.5
- CCCC1=Nc2cc(C(=O)NCCCN3CCN(C)CC3)ccc2Sc2ccccc21
  20	-78	1	-0.4	102	40	5	-7	-3.0
- Cc1ccccc1NC(=O)NCCCN1CCCC1
  0	1	-9	-1.3	104	11	3	5	-0.5
- O=C(NCc1ccc2c(c1)OCO2)c1cc(Cl)ccc1Cl
  -5	-2	0	-1.3	107	25	2	16	-3.5
- COc1ccc(/C(C)=N/NC(=O)c2cc(-c3cccnc3)nc3ccccc23)cc1
  -5	2	1	-2.7	147*	0	-3	-2	-3.8
- O=c1c2ccccc2nc(-c2ccoc2)n1CCc1ccccc1
  -13	-13	0	3.6	100	0	1	-5	-0.7
- O=C(O)c1ccc(/C=N/N2CCN(C3c4ccccc4-c4ccccc43)CC2)cc1
  -6	-12	-5	-2.1	96	42	16	17	-2.0
- CC(=O)N1CC(C)Sc2ccc(S(=O)(=O)NCc3ccccc3Cl)cc21 (stereo not given)
  -30	-10	-14	-0.5	93	48	-3	16	-2.4
- O=S1(=O)C=C(Oc2ccc(F)cc2)c2ccccc21
  0	2	-13	-0.9	100	0	2	4	-1.9
- Cc1ccc(NS(=O)(=O)c2cc(NC(=O)c3cc(=O)[nH]c(=O)[nH]3)ccc2Cl)c(C)c1
  -18	7	-2	-3.2	97	45	3	26	-3.2
- COc1cc(C(=O)COC(=O)Cc2cnc3sccn23)cc(OC)c1OC
  -4	-11	12	-4.9	/	14	4	24	-1.8
- Cc1cc(C)cc(NC(=O)NCC2CCN(Cc3cc(C)ccc3C)CC2)c1
  8	-36	-11	-3.5	104	11	7	-10	-4.7
- COCCn1c(SCC(=O)N2CCCc3ccccc32)nc2ccccc2c1=O
  -43	17	-19	0.1	97	9	-4	0	-2.2
- COCC(COS(N)(=O)=O)C(C)C (stereo not given)
  1	20	-6	-0.3	99	-13	-1	13	-2.5
- CC1=C(C(=O)Nc2ccccn2)C(c2ccccc2)n2ncnc2N1 (stereo not given)
  -4	8	-5	-1.8	99	31	4	26	-0.8
- CC1(C)Cc2c(c(N3CCOCC3)nc3sc4c(NCc5ccccc5)nnnc4c23)CS1
  -2	-7	-19	-2.7	103	23	-7	16	-2.3
- Cc1ccc(S(=O)(=O)N2CCCC(C(=O)NCCc3ccc(S(N)(=O)=O)cc3)C2)cc1 (stereo not given)
  -23	-11	-24	-3.6	99	26	0	4	-3.3
- COC(=O)CSc1ncnc2c1cnn2-c1ccc(C)cc1C
  -6	-5	-4	-1.3	101	42	1	6	-3.2
- Brc1cccc(OCCSc2ncccn2)c1
  -4	4	-4	-1.6	101	13	/	-17	-3.0
- O=C(Nc1ccc(OCC(=O)N2CCOCC2)cc1)c1cccc(Cl)c1
  -15	4	-30	-1.2	100	19	-5	-4	-2.3
- CSc1nc2c(c(=O)[nH]c(=O)n2C)n1C/C=C(\C)Cl
  -2	5	7	0.8	102	17	1	1	-1.3
- COc1ccc(-c2csc(Nc3ccc(O)cc3)n2)cc1
  6	-12	0	-3.0	95	5	-4	-24	-1.1
- O=C(Nc1cccc(-c2nc3ncccc3o2)c1)c1sc2ccccc2c1Cl
  0	1	-6	-2.0	97	-1	-2	14	-2.7
- Cc1cc(=O)oc(C)c1C(=O)NCCNC(=O)c1c(C)cc(=O)oc1C
  -5	1	4	-1.1	88	29	2	3	-3.6
- O=C(Nc1cccc(C(F)(F)F)c1)N(Cc1ccc(Cl)cc1)CC(O)C(F)(F)F (stereo not given)
  -5	-15	-2	-1.3	107	12	5	-4	-0.7
- COc1ccccc1N1CCN(Cc2cc(OC)c3c(c2)OCO3)CC1
  3	17	5	-1.4	101	-3	1	7	-1.2
- Nc1ccc(-c2nc3ccc(N)cc3[nH]2)cc1
  36	-38	-5	1.4	69	42	3	66*	-0.1
- Cc1cc(C)c2c(CC(=O)NCCc3ccccc3)coc2c1
  -27	0	3	-2.8	103	26	-4	2	-4.5
- CS(=O)(=O)N1CCc2cc(-c3csc(NC(=O)Cc4ccccc4)n3)ccc21
  0	8	-4	-2.0	95	-13	-12	-43	-2.6
- Cc1nnsc1Sc1ccccn1
  -5	2	2	-4.3	99	40	1	9	-4.3
- CCSc1nnc(NC(=O)c2ccco2)s1
  -3	4	-7	-5.1	103	18	-1	4	-0.6
- CSc1nc(O)cc(=O)n1-c1ccc(F)cc1
  -41	12	-10	-2.0	100	23	0	11	-1.3
- S=C(c1nc2ccccc2[nH]1)N1CCOCC1
  -3	-1	-9	-1.6	84	1	4	-12	-0.9
- C=CCN1CC2CC3(COc4cc(C)cc(C)c4)C=CC2(O3)C1=O (stereo not given)
  -21	-15	-2	-2.7	107	-6	5	15	-0.3

# An excerpt; the hit share may differ from the screen's.
